MsrA act = bovine methionine sulfoxide reductase A activation; purified bovine MsrA, absorbance read-out; activation, % at 10.6 µM; hit rate 0.3% among 360,000; AID 602163; in the data active = activation above about 7.5%;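 also: 0% = vehicle and 100% = reference activator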
Rin1-Abl PPI inh = inhibitors of human Rin1-Abl protein interaction; inhibition, % at 7.35 µM; hit rate 0.4% among 360,000; P00519+Q13671; AID 588664; TR-FRET Rin1/Abl binding, biochemical; in the data active = inhibition above about 5%, passing the limit was not always enough
SKN-1 block = blocks SKN-1 activity in C. elegans | C. elegans VP596 Pgst-4::GFP/RFP ratio, acrylamide-induced, 24 h | inhibition, % at 21.8 µM | hit rate 0.49% among 360,000;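 active = interference check ratio from 0.5 to 1.5 plus GFP to RFP signal ratio inhibition reaching or exceeding a fixed threshold, cut at about 30% in these data, passing the limit was not always enough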; also: some compounds called inactive have numbers as strong as hits
E coli Lon inh = inhibits E. coli Lon protease; inhibition, % at 7.94 µM; purified E. coli Lon protease, fluorescence polarization; hit rate 0.42% among 360,000; in the data active = inhibition above about 13%, passing the limit was not always enough;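 also: 0% = enzyme with probe and DMSO and 100% = no enzyme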
MT1-MMP act inh = inhibitors of human MT1-MMP activation | P50281 | AID 651647 | GFP/RFP ratio change, % at 20 µM | HT1080 RFP-PRO-GFP cells, GFP/RFP ratio fluorescence, overnight; percent of plate control window, DMSO zero | hit rate 0.061% among 360,000;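 active = GFP/RFP ratio change of at least 30% with cell ATP level not reduced by more than half and red fluorescence within 50% of control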; also: strong numbers were not always called active
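Test system: HT1080 cells expressing an RFP-PRO-GFP fluorescent reporter construct / Compound dosing: single-point 20 µM compound, 1% DMSO / Schedule: cells overnight before dosing, compound overnight, 37 °C, 5% CO2 / Evaluation: GFP/RFP fluorescence ratio / Control set: DMSO and RFP-L50D-GFP cell wells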
Neddyl block = cullin neddylation inhibition | TR-FRET cullin neddylation, biochemical | calls only at 25 µM | hit rate 0.58% among 360,000 | AID 651699; in the data active = inhibition above about 36%
MsrA inh = bovine MsrA inhibition; purified bovine MsrA, absorbance read-out; inhibition, % at 15.5 µM; hit rate 0.75% among 360,000; AID 651718; in the data active = inhibition above about 4.5%;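 also: 0% = vehicle wells with enzyme and 100% = reference inhibitor wells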
FAS TE block = inhibitors of human fatty acid synthase thioesterase domain | hit rate 0.67% among 360,000 | AID 602261 | recombinant FAS-TE, OMFH fluorogenic substrate, fluorescence endpoint | P49327 | inhibition, % at 15 µM;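 active = compounds whose normalised, plate-corrected inhibition of enzyme fluorescence in the single-dose primary screen is 50% or more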;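 also: 0% = DMSO with enzyme and 100% = substrate without enzyme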
CendR NRP1 mod = modulators of CendR peptide binding to human neuropilin-1; hit rate 0.85% among 360,000; FAM-RPARPAR peptide binding to NRP-1, fluorescence polarization; inhibition, % at 25 µM; AID 602438; O14786;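 active = inhibition or corrected inhibition above about 18%, plus a signal ratio from 0.5 to 1.5, limit read from the data, passing the limit was not always enough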; also: strong numbers were not always called active
Target sequence (O14786 whole entry, looked up): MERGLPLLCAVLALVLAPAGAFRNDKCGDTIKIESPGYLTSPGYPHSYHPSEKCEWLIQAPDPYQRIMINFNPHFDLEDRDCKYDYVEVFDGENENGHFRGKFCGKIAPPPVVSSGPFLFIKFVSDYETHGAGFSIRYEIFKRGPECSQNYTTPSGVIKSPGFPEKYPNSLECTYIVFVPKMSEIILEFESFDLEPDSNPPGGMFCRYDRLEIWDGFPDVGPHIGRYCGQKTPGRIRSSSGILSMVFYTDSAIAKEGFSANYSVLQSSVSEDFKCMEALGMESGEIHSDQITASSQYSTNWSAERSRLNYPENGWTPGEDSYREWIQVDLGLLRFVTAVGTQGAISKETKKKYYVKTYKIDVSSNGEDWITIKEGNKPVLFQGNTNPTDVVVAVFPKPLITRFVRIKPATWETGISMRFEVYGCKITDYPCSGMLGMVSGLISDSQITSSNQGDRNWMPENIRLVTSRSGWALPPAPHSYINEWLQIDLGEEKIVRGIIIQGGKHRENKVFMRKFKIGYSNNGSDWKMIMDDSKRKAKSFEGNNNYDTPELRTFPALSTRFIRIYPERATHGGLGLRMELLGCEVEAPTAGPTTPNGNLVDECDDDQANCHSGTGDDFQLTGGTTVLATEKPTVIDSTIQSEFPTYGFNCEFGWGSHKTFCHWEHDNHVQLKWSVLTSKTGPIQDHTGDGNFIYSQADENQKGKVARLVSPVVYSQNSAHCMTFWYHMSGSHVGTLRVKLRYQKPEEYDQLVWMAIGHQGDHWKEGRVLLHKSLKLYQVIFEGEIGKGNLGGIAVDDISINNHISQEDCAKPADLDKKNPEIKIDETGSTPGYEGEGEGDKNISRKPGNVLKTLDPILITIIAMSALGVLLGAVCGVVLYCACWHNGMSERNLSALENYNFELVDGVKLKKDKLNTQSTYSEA
* marks the source's active call; other numbers are inactive results; i = inactive; . = no result given; + = active, no number.

Under each structure – MsrA act	Rin1-Abl PPI inh	SKN-1 block	E coli Lon inh	MT1-MMP act inh	Neddyl block	MsrA inh	FAS TE block	CendR NRP1 mod
1	COCCNC(=O)C(c1ccccc1C)N(CCOC)C(=O)Cn1nnc2ccccc21 (stereo not drawn)
  -1	0	-9	-4	12	i	-0.3	-2	1
2	CN(C(=O)c1cccc(NC(=O)Cc2ccc(NC(=O)C3CCN(C(=O)C4CCCC4)CC3)cc2)c1)C1CCCCC1
  2	3	7	0	-6	i	-1.3	-6	2
3	COCCN(C(=O)COC(=O)Cc1ccc(Cl)cc1Cl)c1c(N)n(Cc2ccccc2)c(=O)[nH]c1=O
  -3	1	-1	-1	-4	i	0.5	8	3
4	CCC(Oc1ccccc1)C(=O)Nc1nc2ccccc2[nH]1 (stereo not drawn)
  0	3	-17	-3	4	i	0.3	0	4
5	O=C(CSc1ccccc1)Nc1ccc(NC(=O)c2ccco2)cc1
  -2	-2	24	9	5	i	2.0	-1	-1
6	CC(Sc1nncn1C)C(=O)Nc1ccccc1-c1ccccc1 (stereo not drawn)
  -8	7	2	2	8	i	2.9	-11	3
7	O=C(CNC(=O)c1ccccc1Cl)NCC(c1cccs1)N1CCOCC1 (stereo not drawn)
  0	0	6	-10	-3	i	-0.1	-8	-2
8	CN1CCC(N(C)C(=S)NC(=O)c2cc(-c3cccc(Br)c3)nc3ccccc23)CC1
  -6	2	-1	-3	2	i	1.1	-3	8
9	CCOCCCNc1nc2c([nH]1)c(=O)n(C)c(=O)n2C
  -5	-1	-5	-4	3	i	0.8	-6	3
10	O=C(CCNC(=O)c1ccc([N+](=O)[O-])cc1)Nc1cccc(S(=O)(=O)N2CCOCC2)c1
  0	0	8	-8	-7	i	0.0	12	5
11	Cc1nc2ccccc2c(=O)n1/N=C/c1ccccc1F
  1	0	11	-5	2	i	2.1	-3	2
12	COc1ccccc1CNC(=O)Cc1ccc(OC)c(OC)c1
  -3	4	0	-21	2	i	-1.3	-4	10
13	CCOC(=O)c1ccc(S(=O)(=O)NCCN2CCOCC2)cc1
  -2	0	7	-7	0	i	-0.1	-8	-8
14	CCc1ccc(NC(=S)N2CCCC2)cc1
  0	2	3	0	0	i	0.7	-2	-12
15	O=c1[nH][nH]c(-c2ccccc2O)c1C(C[N+](=O)[O-])c1ccc(Br)cc1 (stereo not drawn)
  -1	2	3	2	-5	i	-0.4	-9	-9
16	Cc1cc(C(=O)NC(C)C2CC2)c(Cl)cc1Cl (stereo not drawn)
  -5	0	-3	-13	1	i	0.4	-4	2
17	COc1ccc(OC)c(NC(=S)NCc2cccnc2)c1
  -7	1	-2	-3	-1	i	2.7	-13	-2
18	COc1ccccc1C(O)c1ncc(-c2ccccc2C)[nH]1 (stereo not drawn)
  -7	-4	19	0	1	i	-0.5	-6	-9
19	OC[C@H]1O[C@@](CO)(O[C@H]2O[C@H](CO)[C@@H](O)[C@H](O)[C@H]2O)[C@@H](O[C@H]2O[C@H](CO)[C@@H](O)[C@H](O)[C@H]2O)[C@@H]1O
  -3	0	7	-14	1	i	0.0	-2	-6
20	Cn1nccc1C(=O)N1CCOCC1
  -3	2	27	-5	-8	i	0.6	-4	-5
21	O=C(NC(Cc1c[nH]c2ccccc12)C(=O)O)c1ccco1 (stereo not drawn)
  -5	0	-18	4	4	i	-0.2	-7	2
22	CCOC(=O)N1CCC(N2Cc3cccc(C(=O)N4CC(C)CC(C)C4)c3C2=O)CC1 (stereo not drawn)
  -2	-1	-2	5	3	i	-0.8	-11	-4
23	CCOC(=O)c1sc(/N=C/N(C)C)c(C(=O)OCC)c1C
  -4	-3	24	-2	-4	i	1.2	-1	-9
24	C/C(=N\NC(=O)c1cccc(Br)c1)c1ccc(Br)cc1
  -5	2	-3	5	5	i	0.6	-10	4
25	COc1ccc(NC(=O)CSc2nccn2Cc2ccco2)c(OC)c1
  -1	1	3	9	-2	i	0.7	-5	16
26	CC1Cn2c(nnc2-c2cccc(Cl)c2)S1 (stereo not drawn)
  -3	3	-4	-1	1	i	0.3	-6	-1
27	Cc1cccc(NC(=S)NCCc2ccc(Cl)cc2)c1C
  -9	-1	1	-11	5	i	0.0	9	15
28	Cc1csc(C)[n+]1CC(=O)c1ccccc1
  -1	4	-5	-1	-3	i	1.5	-5	1
29	CCSc1ccc(-c2cccc([N+](=O)[O-])c2)nn1
  -3	0	15	-9	-6	i	1.8	46	5
30	CC(NC(=O)COC(=O)CNC(=O)c1ccc(-c2ccccc2)cc1)c1ccccc1 (stereo not drawn)
  -8	1	-3	-3	4	i	3.0	-1	6
31	O=C(c1ccc(S(=O)(=O)N2CCOCC2)cc1)N1CCN(C2=NS(=O)(=O)c3ccccc32)CC1
  -12	-1	-6	-15	0	i	-0.9	-2	-6
32	O=C(COC(=O)c1cc(S(=O)(=O)N2CCOCC2)ccc1F)Nc1c(Cl)cccc1C(F)(F)F
  -4	4	11	-6	3	i	0.5	-4	-11
33	CCN(CC(=O)NC1CCCCCC1)S(=O)(=O)c1ccccc1
  0	-5	6	-5	-1	i	2.6	-1	7
34	C=CCC1(O)C(=O)Nc2ccccc21 (stereo not drawn)
  -4	1	4	0	2	i	0.4	-9	4
35	O=[N+]([O-])c1ccccc1Nc1ccccc1
  -3	-2	9	0	3	i	0.6	10	0
36	C/C=C/Cn1c(Br)nc2c1c(=O)n(C)c(=O)n2C
  -4	0	0	2	5	i	0.0	-8	0
37	Cc1ccccc1OCCCC(=O)NC1CCCCC1
  -5	2	9	5	1	i	-1.0	-2	3
38	COc1ccc(S(=O)(=O)N2CCCCC2)cc1NC(=O)C1CSC2(C)CCC(=O)N12 (stereo not drawn)
  -9	2	4	-2	0	i	-0.5	-8	3
39	COc1ccc(OC)c(S(=O)(=O)N2CCC(C(=O)N3CCN(c4ccc(F)cc4)CC3)CC2)c1
  1	1	-5	1	-1	i	-1.1	7	0
40	C=CCNCCOCCOc1ccc(Cl)cc1C(C)(C)C
  1	0	4	-2	-7	i	-0.9	-5	-14
41	Cc1c(NC(=O)C(C)OC(=O)CNC(=O)c2ccccc2)c(=O)n(-c2ccccc2)n1C (stereo not drawn)
  3	4	11	-4	1	i	-0.8	-6	-5
42	CN(C)CCNc1nc2sc3c(c2c(=O)n1Cc1ccccc1)CCCCC3
  -2	3	12	1	-1	i	0.1	9	-2
43	Cc1ccc(S(=O)(=O)N2CCCN(C(=O)c3ccc(-n4nccc4C)cc3)CC2)cc1
  -3	1	-1	-7	6	i	0.0	1	3
44	COc1cccc(-c2nc3ccccc3s2)c1
  -5	-1	23	-9	-3	i	2.0	5	2
45	COc1cc(C(=S)N2CCOCC2)ccc1OC(=O)c1cccc(C)c1
  -1	0	0	1	3	i	0.1	18	-8
46	CC(CCc1ccccc1)NC(=O)C1CCCN(C(=O)c2cc3sccc3n2C)C1 (stereo not drawn)
  -1	1	13	7	-2	i	0.2	6	8
47	C[n+]1ccccc1/C=C/c1ccc(F)c(F)c1
  -2	-2	-12	-6	-3	i	4.0	-2	-11
48	Cc1ccccc1OCCN1C(=O)NC2(CCc3ccccc32)C1=O (stereo not drawn)
  -1	-3	2	-7	3	i	0.1	6	-2
49	CN1/C(=C\C=Nc2cc(S(=O)(=O)N3CCOCC3)ccc2N2CCOCC2)C(C)(C)c2ccccc21
  -1	-2	8	-5	8	i	7.6*	1	-15
50	C[C@@H]1CN([C@H](C)CO)C(=O)CCCn2nncc2CO[C@H]1CN(C)S(=O)(=O)c1ccc(F)cc1
  -5	1	-18	-1	4	i	0.2	-9	-9

In another format: results already given.
15) O=c1[nH][nH]c(-c2ccccc2O)c1C(C[N+](=O)[O-])c1ccc(Br)cc1 (stereo not drawn)
  MsrA act: -1	Rin1-Abl PPI inh: 2	SKN-1 block: 3	E coli Lon inh: 2	MT1-MMP act inh: -5	Neddyl block: i	MsrA inh: -0.4	FAS TE block: -9	CendR NRP1 mod: -9

16) Cc1cc(C(=O)NC(C)C2CC2)c(Cl)cc1Cl (stereo not drawn)
  MsrA act: -5	Rin1-Abl PPI inh: 0	SKN-1 block: -3	E coli Lon inh: -13	MT1-MMP act inh: 1	Neddyl block: i	MsrA inh: 0.4	FAS TE block: -4	CendR NRP1 mod: 2

(further entries)
Under each structure – MsrA act	Rin1-Abl PPI inh	SKN-1 block	E coli Lon inh	MT1-MMP act inh	Neddyl block	MsrA inh	FAS TE block	CendR NRP1 mod
51	CCc1cc(CNC(=O)c2ccc(OC)c(OC3CCN(C(C)C)CC3)c2)on1
  -1	4	6	-4	-2	i	-1.2	-6	7
52	O=c1[nH]cc(Cc2ccccc2)c(=O)[nH]1
  0	0	-5	1	1	i	-0.5	-8	3
53	O=c1[nH]c(/C=C2\C=Nc3ccccc32)c(O)n1Cc1ccccc1F
  -3	-4	0	-69	-19	i	0.4	16	-14
54	CC(=O)Nc1nc(C(F)(F)F)cs1
  0	1	-3	3	1	i	-0.8	-8	8
55	O=C(NCc1ccccc1)C1CCN(C(=O)Cc2ccccc2)CC1
  -2	-4	9	3	-9	i	0.3	-4	0
56	C[C@@H]1C(c2ccccc2)=NN(c2ccccc2)[C@H]1C(=O)N1CCOC1=O
  -2	-4	9	-6	2	.	0.6	8	-2
57	CCOc1cc(NC(=S)NCCCN(C)C)c(OCC)cc1NC(=O)C1CC1
  -2	-2	11	1	4	i	-0.9	-3	-1
58	COc1ccc(C2C3=C(CC(C)(C)CC3=O)Oc3ncn4nc(-c5cccnc5)nc4c32)cc1 (stereo not drawn)
  -4	-7	-4	-7	4	i	0.8	11	2
59	O=C(c1ccc(Cl)s1)N1CCN(S(=O)(=O)c2ccc(Cl)cc2)CC1
  -10	0	2	1	-1	i	0.3	15	-1
60	C/C(=N\NC(=O)C1(C)CC1(Br)Br)c1ccc(NC(=O)c2ccc(C)o2)cc1 (stereo not drawn)
  -3	-2	13	2	4	i	2.2	4	0
61	Cc1ccsc1C(=O)N(C)CC(=O)Nc1ccccc1Br
  -5	6	11	-2	4	i	0.5	-4	-2
62	CCc1nnc(NC(=O)c2ccc(-c3ccccc3F)o2)s1
  -5	1	-10	0	0	+	-0.2	-5	-8
63	CCOC(=O)N1CCC(NC(=O)c2ccc3c(c2)sc2nc(-c4ccccc4)cn23)CC1
  2	3	-13	-5	-2	i	1.1	8	-5
64	COc1cccc(CN(C(=O)c2ccc([N+](=O)[O-])cc2)C2CCS(=O)(=O)C2)c1 (stereo not drawn)
  -2	-1	7	-4	0	i	-1.3	10	3

Random draw from the library; about 4.2% have a hit in one of these screens.
